TLR9-MyD88 block: blocks human TLR9 binding to MyD88 | AID 504734 | actives 0.21% (n = 340,000) | CHO BLA complementation TLR9-MyD88, CCF4 FRET ratio | Q9NR96+Q99836 | inhibition, % at 4.98 µM;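 active = inhibition above the mean over all tested compounds plus 3 SD, cut at about 21% in these data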;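 note: 0% = DMSO only wells and 100% = clavulanate BLA inhibitor control wells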
NOD2-RIPK2 inh: inhibitors of human NOD2-RIPK2 interaction | O43353 | CHO BLA complementation NOD2-RIPK2, CCF4 ratio | inhibition, % at 4.98 µM | actives 0.38% (n = 360,000); in the data active = inhibition above about 21%;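 note: 0% = vehicle only and 100% = reference blocker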
H9c2 protect: myocardial damage modulation in H9c2 cells; H9c2 cardiomyocytes, H2O2 injury protection, ATPLite, 2 h; actives 0.63% (n = 360,000); protection from H2O2 cell death, % at 20 µM; AID 588492;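 active = compounds giving at least 50% protection of heart cells from peroxide-induced death in the single-dose screen, raw or plate-pattern-corrected value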;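 note: 0% = DMSO wells with peroxide and 100% = DMSO wells without peroxide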
ABHD5-PLIN5 inh: blocks binding of human ABHD5 to perilipin-5; Split G. princeps luciferase complementation, luminescence, 4 h; AID 602281; Q00G26+Q8WTS1; actives 0.78% (n = 360,000); inhibition, % at 4 µM;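 active = inhibition above the mean inhibition across every tested compound plus 3 SD, cut at about 22% in these data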;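 note: 0% = DMSO only wells and the 100% control is not disclosed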
SRC2 inh: inhibits human steroid receptor coactivator 2. inhibition, % at 9 µM. Q15596. HEK293 GAL4-SRC2 luciferase reporter, luminescence. actives 0.17% (n = 370,000);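 active = inhibition above the mean inhibition of all tested compounds plus 3 SD, set per campaign, cut at about 52% in these data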;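 note: 0% = DMSO treated cells and 100% = cells given Gossypol at 36 µM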
MC4R barr agon: human MC4R agonism via beta-arrestin | P32245 | U2OS MC4R beta-arrestin complementation, luminescence; percent of melanotan II response, DMSO zero | activation, % at 8.9 µM | actives 0.98% (n = 360,000) | AID 540308;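 active = activation above a per-plate cutoff, the mean activation of sample wells on that plate plus 3 SD, cut at about 8% in these data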
Target sequence (P32245 whole entry, looked up): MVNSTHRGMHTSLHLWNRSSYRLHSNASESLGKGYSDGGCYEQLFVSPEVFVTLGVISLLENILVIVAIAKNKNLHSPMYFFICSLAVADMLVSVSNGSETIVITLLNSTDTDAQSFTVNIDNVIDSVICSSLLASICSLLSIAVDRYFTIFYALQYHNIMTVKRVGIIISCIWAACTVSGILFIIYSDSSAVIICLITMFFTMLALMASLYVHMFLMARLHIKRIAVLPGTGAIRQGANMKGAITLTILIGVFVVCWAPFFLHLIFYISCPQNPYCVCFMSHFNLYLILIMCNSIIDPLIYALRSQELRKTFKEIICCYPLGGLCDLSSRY
m5-HT2A agonist: mouse HTR2A agonism via beta-arrestin recruitment | P35363 | CHO-K1 mHTR2A beta-arrestin complementation, luminescence; percent of 30 µM serotonin response | activation, % at 7.6 µM | actives 0.66% (n = 360,000);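 active = activation above a run cutoff, the mean activation of all tested compounds plus 3 SD, cut at about 14% in these data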;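 note: 0% = plate median of compound wells and 100% = 30 µM serotonin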
Target sequence (P35363 whole entry, looked up): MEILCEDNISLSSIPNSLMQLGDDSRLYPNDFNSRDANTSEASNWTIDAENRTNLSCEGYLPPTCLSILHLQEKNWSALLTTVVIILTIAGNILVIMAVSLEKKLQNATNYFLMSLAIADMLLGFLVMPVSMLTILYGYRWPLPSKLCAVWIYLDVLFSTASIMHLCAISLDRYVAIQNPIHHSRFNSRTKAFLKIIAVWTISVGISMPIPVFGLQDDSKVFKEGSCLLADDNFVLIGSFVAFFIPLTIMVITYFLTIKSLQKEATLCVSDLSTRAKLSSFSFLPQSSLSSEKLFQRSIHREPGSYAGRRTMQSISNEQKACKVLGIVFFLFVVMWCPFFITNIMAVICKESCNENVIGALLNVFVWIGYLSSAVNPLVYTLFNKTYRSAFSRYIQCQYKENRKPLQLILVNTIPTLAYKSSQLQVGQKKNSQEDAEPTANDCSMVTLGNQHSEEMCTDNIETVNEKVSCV
ABCB6 inh MLPCN: human ABCB6 transporter inhibition; Q9NP58; actives 0.19% (n = 360,000); K562-ABCB6 porphyrin accumulation, flow cytometry, 1 h; hits give low values; fluorescence ratio to DMSO, % at 10 µM;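 active = fluorescence ratio to DMSO below 75%, the collection mean minus 3 SD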;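 note: signal is porphyrin accumulated inside mitochondria; 100% equals median channel fluorescence of DMSO control wells; lower ratio means ABCB6 inhibition with less porphyrin fluorescence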
MC4R antag cAMP: antagonists of human melanocortin 4 receptor (MC4R) | P32245 | MC4R-expressing cells, MTII-stimulated cAMP, LANCE TR-FRET | inhibition, % at 6.5 µM | actives 0.48% (n = 360,000) | AID 540295;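 active = inhibition above its plate's cutoff, the mean of tested wells on that plate plus 3 SD, cut at about 29% in these data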;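 note: 0% = Melanotan II alone and 100% = Melanotan II plus saturating MCL0020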
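System – human MC4R-expressing U2OS cells · Also added – Melanotan II · Dosing – one concentration, 6.5 µM nominal · Timing – 30-min compound, 1-h challenge, 1-h detection, room temperature · Measured by – Eu-cAMP/anti-cAMP TR-FRET, emission 671 nm · Replicates – singlicate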
N-glyco inh: blocks N-linked glycosylation in D54 reporter cells; D54 ERlucT glycosylation luciferase reporter, 24 h; percent of 100 nM tunicamycin response; reporter increase, % at 12.5 µM; actives 0.23% (n = 360,000); AID 588692;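 active = mean luciferase reporter signal, scaled so untreated is 0 and the glycosylation-blocking control 100, at or above a set limit in every replicate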;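 note: luciferase carries N-glycosylation sites so blocking glycosylation raises the light; 0% = median of neutral control wells and 100% = median of 100 nM tunicamycin wells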
Active calls of the source: *; · = not tested or not shown.

smiles	TLR9-MyD88 block	NOD2-RIPK2 inh	H9c2 protect	ABHD5-PLIN5 inh	SRC2 inh	MC4R barr agon	m5-HT2A agonist	ABCB6 inh MLPCN	MC4R antag cAMP	N-glyco inh
CCC(OC(=O)c1nsc(Cl)c1Cl)C(=O)NC(C)(C)CC (configuration not stated)	-8	10	1	1	-8	0.3	3	102	0	2
Cc1ccc(S(=O)(=O)NC(C)C(=O)OCC(=O)N(C)c2ccccc2)cc1 (configuration not stated)	3	-1	3	4	-27	-1.6	-1	97	16	3
CC1=CC(=C2C(=O)c3ccccc3C2=O)C=C(C)O1	9	3	8	-2	-50	-1.5	0	78	-1	3
O=c1c2ccccc2c(-c2cccc(C(F)(F)F)c2)nn1-c1ccccc1	-1	-9	-4	-8	3	0.1	-6	95	-1	-2
O=C(O)/C=C/C(=O)Nc1ccc(S(=O)(=O)N2CCCC2)cc1	10	-5	8	10	8	0.7	-1	86	-10	2
Cc1cccc(CSc2cccc3cccnc23)c1	5	8	-4	-6	-151	-3.4	-6	94	-7	-9
O=C(Nc1ccc(F)cc1)c1ccc(S(=O)(=O)NCc2cccnc2)cc1	-10	-5	-7	-3	7	-0.8	-10	89	24	-3
Cc1ccc(-c2nnc(CSc3nnc(C)s3)o2)cc1	6	1	5	-1	-50	0.6	4	102	9	2
C/C(CC(=O)Nc1cc(Cl)ccc1C)=N\NC(=O)C(=O)N1CCCC1	-10	-1	-2	2	-15	0.9	-5	100	13	0
CCN1CCN(c2nc3ccccc3nc2C(C#N)S(=O)(=O)c2ccc(C)c(C)c2)CC1 (configuration not stated)	7	-5	1	0	9	0.3	1	104	-2	0
Cc1nn2c(=O)cc(CSc3ccccc3NC(=O)c3ccccc3F)nc2s1	-2	-3	0	2	-45	-3.1	-4	101	6	5
CC(C)[C@H](NC(=O)c1ccccc1)C(=O)OCC(=O)Nc1ccc(S(=O)(=O)N2CCOCC2)cc1	2	-3	-2	-1	1	-1.4	4	93	7	3
O=C(COc1ccc2c(c1)CCC2)NCc1cccc(Cl)c1	19	2	-2	0	-20	0.3	4	101	7	1
CCOC(=O)c1sc(NC(=O)CNCc2cccnc2)c(C(=O)OCC)c1C	-1	-9	19	2	-23	-0.2	1	92	3	3
CCCCC(=O)Nc1ccc(C(=O)N2CCN(c3ccccc3OC)CC2)cc1	9	-2	27	2	3	2.1	10	101	7	-1
COc1cccc(C(=O)Nc2cccc(NC(C)=O)c2)c1	-8	0	-3	-3	-23	-1.6	4	94	-7	1
CNC(=O)Nc1nnc(C(C)(C)C)s1	-23	-8	-2	6	-42	-1.3	0	94	-1	2
CCC(=O)N/N=C(\C)CC(=O)Nc1cccc([N+](=O)[O-])c1	-2	-9	2	-4	21	-0.2	-1	97	12	0
CC(=O)Nc1ccc(CNc2nc3cc(-c4cccc(C(F)(F)F)c4)sc3c(=O)n2C)cc1	·	-4	-13	-2	-4	-0.8	-8	97	11	3
Cc1c(C(=O)N2CCCCC2)oc2ccc(Br)cc12	4	-7	-3	-10	-18	-1.1	5	99	1	1
CCCCC(=O)Nc1cc(C)c(NC(=O)c2cccs2)cn1	-8	-2	6	3	-48	-0.7	7	90	7	1
CCCN(C(=O)c1cn(CC)c2nc(C)ccc2c1=O)c1c(N)n(Cc2ccccc2)c(=O)[nH]c1=O	5	-10	9	-9	2	-0.4	8	92	7	2
O=C(NCC(=O)N1CCC2(CC1)NCCc1[nH]cnc12)c1ccc2ccccc2c1	-13	-1	2	3	-2	-1.6	-2	130	8	0
CN(C(=O)CSc1nnc(-c2ccc(C(C)(C)C)cc2)n1C)C1CCS(=O)(=O)C1 (configuration not stated)	-7	-11	-8	-4	11	-1.5	5	104	1	-2

Rewritten with values under each structure: entries from further up.
Results follow in this order: TLR9-MyD88 block | NOD2-RIPK2 inh | H9c2 protect | ABHD5-PLIN5 inh | SRC2 inh | MC4R barr agon | m5-HT2A agonist | ABCB6 inh MLPCN | MC4R antag cAMP | N-glyco inh
CCC(=O)N/N=C(\C)CC(=O)Nc1cccc([N+](=O)[O-])c1
    -2 | -9 | 2 | -4 | 21 | -0.2 | -1 | 97 | 12 | 0
CC(=O)Nc1ccc(CNc2nc3cc(-c4cccc(C(F)(F)F)c4)sc3c(=O)n2C)cc1
    · | -4 | -13 | -2 | -4 | -0.8 | -8 | 97 | 11 | 3
Cc1c(C(=O)N2CCCCC2)oc2ccc(Br)cc12
    4 | -7 | -3 | -10 | -18 | -1.1 | 5 | 99 | 1 | 1
CCCCC(=O)Nc1cc(C)c(NC(=O)c2cccs2)cn1
    -8 | -2 | 6 | 3 | -48 | -0.7 | 7 | 90 | 7 | 1
CCCN(C(=O)c1cn(CC)c2nc(C)ccc2c1=O)c1c(N)n(Cc2ccccc2)c(=O)[nH]c1=O
    5 | -10 | 9 | -9 | 2 | -0.4 | 8 | 92 | 7 | 2

Two compounds from above, limited to ABCB6 inh MLPCN and MC4R barr agon.
| SMILES | ABCB6 inh MLPCN | MC4R barr agon |
| --- | --- | --- |
| CNC(=O)Nc1nnc(C(C)(C)C)s1 | 94 | -1.3 |
| CCC(=O)N/N=C(\C)CC(=O)Nc1cccc([N+](=O)[O-])c1 | 97 | -0.2 |

More structures.
smiles	TLR9-MyD88 block	NOD2-RIPK2 inh	H9c2 protect	ABHD5-PLIN5 inh	SRC2 inh	MC4R barr agon	m5-HT2A agonist	ABCB6 inh MLPCN	MC4R antag cAMP	N-glyco inh
CC(C(=O)Nc1ccccc1Cl)N(c1ccccc1)S(C)(=O)=O (configuration not stated)	0	-5	-7	-4	17	-2.9	1	95	11	-1
CCN(CC)C(=O)C1=C(C)N(CCCOC)C(=O)C(CC(=O)NCCN2CCOCC2)C1 (configuration not stated)	-2	-3	0	-2	22	2.5	0	100	5	2
Cc1cc(C)cc(NS(=O)(=O)c2ccc(NC(=O)c3ccccc3C(=O)O)cc2)c1	·	-11	2	2	15	1.0	3	88	9	0
Cc1nn(Cc2ccc(Cl)cc2)c(C)c1NC(=O)c1ccc([N+](=O)[O-])cc1	-10	-1	5	3	11	-1.2	3	91	4	-3
COc1ccc(N(CC(=O)Nc2cccnc2)S(=O)(=O)c2ccccc2)cc1Cl	1	-9	0	3	-13	-0.4	-11	99	3	1
O=c1[nH]c2c(oc3ccccc32)c(=O)n1Cc1ccccc1	-4	3	24	-9	10	-1.6	1	100	2	-2
Cc1nnc(C)c2c(C)n(C(c3ccccc3)c3ccccc3)c(C)c12	-1	4	2	-3	-5	-2.1	0	98	5	-1
Nn1c(SCC(=O)Nc2ccc3c(c2)OCCO3)nnc1C(F)(F)F	6	-7	6	-1	14	-0.9	-4	97	-3	3
CC(C)CN(C(=O)c1cc(=O)[nH]c2ccccc12)c1c(N)n(Cc2ccccc2)c(=O)[nH]c1=O	10	-7	-3	10	-11	-0.3	1	102	10	1
O=C(NCC1CC1)Nc1cccc(Cl)c1	-11	-16	0	5	-50	-0.7	-5	99	9	1
CC(=O)c1c(C)[nH]c(C(=O)NCc2cccc(Cl)c2)c1C	10	2	-4	-12	0	-0.7	-5	94	9	5
COCC(=O)N[C@@H]1c2cc(OC)c(OC)cc2C[C@H]1OCc1ccccc1	-4	12	5	3	23	-0.7	8	87	2	-1
CCOC(=O)c1cc(-c2nnc(-c3ccc(Cl)cc3)o2)c(C)nc1C	-3	-2	32	-4	-5	-0.2	4	105	12	1
CC(=O)c1ccc(N2CCN(C(=O)CNC(=O)c3ccc(Br)o3)CC2)cc1	5	-1	-1	0	-8	-1.7	-3	98	1	2
CC12CCC(=O)N1C(C(=O)Nc1nnc(SCc3ccccc3F)s1)CS2 (configuration not stated)	-5	8	5	-3	-28	-3.2	2	99	6	0
COc1cc(C(=O)Nc2nc(N)n(-c3ccccc3)n2)cc(OC)c1OC	3	-1	0	-3	3	-1.7	-6	89	10	1
Cc1nc2ccccc2n1Cc1n[nH]c(=S)n1-c1ccc(Cl)cc1	-6	-5	6	5	7	0.8	0	104	0	1
COc1ccc(C(CNc2ccc(S(C)(=O)=O)cc2[N+](=O)[O-])N(C)C)cc1OC (configuration not stated)	-10	-15	-2	-8	-20	0.8	-8	96	25	0
Cc1cc(C)c(OCC(=O)NCCCn2nc(C)cc2C)c(C)c1	-11	3	-2	-7	-2	0.5	3	90	1	1
Cc1cccc(NC(=O)Cn2c(=O)oc3ccccc32)n1	-1	-6	6	-3	-1	0.2	5	101	6	1
OCc1nc(CO)n(Cc2ccccc2)n1	-1	-3	1	6	-6	-1.8	4	91	7	-2
Cc1cccc(C(=O)NNC(=O)CCCCC(=O)NNC(=O)c2cccc(C)c2)c1	-4	7	1	-4	-2	-1.0	4	102	-1	2
CC(C)C(=O)Nc1ccc(N2CCN(C(=O)c3cccs3)CC2)cc1	2	0	2	0	19	1.2	0	91	14	-1
COc1ccc(OC)c(N(CC(=O)N2CCN(c3cc(Cl)ccc3C)CC2)S(C)(=O)=O)c1	4	5	13	3	-9	0.8	-7	101	-5	0
COc1ccc(NC(=O)c2cc(-c3ccccn3)nc3ccccc23)c(OC)c1	-3	-8	27	-2	2	-1.1	0	95	4	-3
Cc1cccc(/C=C/c2ccccc2)n1	·	-9	-24	-2	-37	-0.5	0	94	2	-5

These rows are one share of the data, so the mix of outcomes need not match the whole.
